TRPC4 potent: allosteric potentiators of mouse TRPC4 channel. Q9QUQ5. HEK293 TRPC4beta/mu-opioid, DAMGO EC20, Fluo-4 Ca2+ flux; stronger effect = higher value. B-score at 10 µM. 310,000 compounds, 0.42% hits;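 active = B-score of calcium response area above 5 SD of library B-scores, with initial fluorescence ratio within 5 SD of library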;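 note: B-score of integrated fluorescence ratio over time as area under calcium response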
Target sequence (Q9QUQ5 whole entry, looked up): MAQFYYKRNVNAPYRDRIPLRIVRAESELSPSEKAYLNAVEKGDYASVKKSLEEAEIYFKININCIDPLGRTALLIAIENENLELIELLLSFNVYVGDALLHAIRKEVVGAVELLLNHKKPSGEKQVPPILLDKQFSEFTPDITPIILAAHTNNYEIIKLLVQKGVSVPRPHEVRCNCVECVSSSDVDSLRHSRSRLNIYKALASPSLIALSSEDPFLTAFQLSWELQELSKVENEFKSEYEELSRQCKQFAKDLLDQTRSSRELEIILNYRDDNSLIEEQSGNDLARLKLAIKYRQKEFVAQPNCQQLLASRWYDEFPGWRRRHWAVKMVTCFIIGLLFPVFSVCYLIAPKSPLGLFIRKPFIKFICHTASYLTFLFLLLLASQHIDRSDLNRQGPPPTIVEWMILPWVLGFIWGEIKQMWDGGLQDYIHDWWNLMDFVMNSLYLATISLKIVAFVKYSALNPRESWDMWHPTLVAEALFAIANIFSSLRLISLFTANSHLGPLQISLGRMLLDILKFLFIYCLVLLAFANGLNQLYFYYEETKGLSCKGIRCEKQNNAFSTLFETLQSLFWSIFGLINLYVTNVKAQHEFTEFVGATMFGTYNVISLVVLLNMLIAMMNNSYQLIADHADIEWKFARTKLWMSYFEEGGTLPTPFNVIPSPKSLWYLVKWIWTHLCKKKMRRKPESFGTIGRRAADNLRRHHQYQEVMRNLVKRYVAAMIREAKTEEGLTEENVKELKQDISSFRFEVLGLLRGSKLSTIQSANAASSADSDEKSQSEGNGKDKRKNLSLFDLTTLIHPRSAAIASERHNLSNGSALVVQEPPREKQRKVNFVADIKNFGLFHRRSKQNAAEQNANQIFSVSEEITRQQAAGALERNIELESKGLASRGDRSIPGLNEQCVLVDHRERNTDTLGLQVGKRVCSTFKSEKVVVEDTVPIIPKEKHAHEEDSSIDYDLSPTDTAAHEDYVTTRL
TRPC6 activator: activators of mouse TRPC6 channel; B-score at 10 µM; AID 2550; Q61143; 310,000 compounds, 0.13% hits; HEK293-TRPC6 membrane potential dye fluorescence; stronger effect = higher value;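 active = B-score of the integrated fluorescence ratio above library mean plus 3 SD, and starting fluorescence ratio within library mean plus 5 SD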;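 note: higher score means more depolarization so channel activation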
MrgX1 antag: human MrgX1 receptor antagonism, primary screen; Q96LB2; MRGX1-HEK293 calcium flux, Fluo-4, BAM8-22 antagonism; stronger effect = lower value; B-score at 10 µM; 310,000 compounds, 1.3% hits; AID 588676;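 active = calcium-response B-score plate-corrected more than 3 library SD below zero, starting fluorescence within 5 deviations, no agonist response on first addition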;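 note: peak minus trough fluorescence over baseline after final BAM8-22 challenge near maximal dose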
TRPC6 inh: mouse TRPC6 channel inhibition; AID 2553; 310,000 compounds, 1.1% hits; Q61143; B-score at 10 µM; HEK293-TRPC6, membrane potential dye, ACh-evoked depolarization; stronger effect = lower value;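 active = B-score under library mean minus 3 SD, initial fluorescence not abnormally high, positive integrated signal ratio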;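 note: B-score derived from integrated fluorescence ratio over the kinetic read; more negative B-score means stronger inhibition of depolarization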
TRPC4 block: TRPC4 (mouse) channel inhibition; Q9QUQ5; HEK293 TRPC4beta/mu-opioid, DAMGO-evoked Fluo4 calcium flux; stronger effect = lower value; B-score at 10 µM; 300,000 compounds, 0.39% hits; AID 2247;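 active = B-score over 3 SD under the library average, no early fluorescence shift, positive overall ratio signal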
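material = TRPC4beta/mu-opioid receptor HEK293 cell line | probe or stimulus = sequential submaximal and maximal DAMGO stimulation | compound dosing = one concentration per compound | measured by = Fluo4 Ca2+ flux fluorescence | evaluation = integrated fluorescence ratio relative to baseline, converted to per-well B score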
ANO1 activ: mouse TMEM16A channel activation, primary screen; Q8BHY3; HEK293 TMEM16A/YFP-H148Q/I152L, iodide quench fluorescence; stronger effect = lower value; B-score at 10 µM; 340,000 compounds, 0.3% hits;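 active = fluorescence-ratio B-score plate-corrected deviation score at least 3 library SD below zero, with starting fluorescence score within 5 deviations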;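 note: channel opened by trigger with iodide after compound preincubation; score built on the fluorescence ratio of max minus min over baseline; more negative score means more quench and so TMEM16A activation or potentiation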
MrgX1 allo act: allosterically activates human MrgX1 receptor signaling; Q96LB2; MrgX1-HEK293, Fluo-4 calcium flux, FDSS; stronger effect = higher value; B-score at 10 µM; 310,000 compounds, 0.63% hits;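 active = plate-corrected calcium response at least 3 library SD above typical, normal starting fluorescence, not activating the receptor alone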;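 note: compound read alongside a low EC10 to EC30 dose of BAM8-22 agonist; peak minus trough fluorescence over baseline measured at the second addition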
TRPC4 agonist: TRPC4 (mouse) channel activation. B-score at 10 µM. Q9QUQ5. AID 2237. HEK293 TRPC4beta/mu-opioid, Fluo4 calcium fluorescence; stronger effect = higher value. 310,000 compounds, 0.49% hits;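 active = B-score above 5 SD of library B-scores, and initial fluorescence ratio not above library mean plus 5 SD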;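 note: positive B-score marks a calcium rise read as TRPC4 activation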
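Material: TRPC4beta and mu-opioid receptor HEK293 stable cells | Incubation: 45 min room-temperature Fluo4 loading, 110 s read | Detection: Kinetic Fluo4 calcium fluorescence | Measure: Integrated baseline-normalised fluorescence ratio, converted to per-well B score | Benchmarks: Low control buffer alone, high control maximal DAMGO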
ANO1 block: blocks the mouse calcium-activated chloride channel TMEM16A; normalized B-score (activity score, 25-100; higher = stronger inhibition) at 10 µM; Q8BHY3; AID 588511; HEK293 TMEM16A/YFP iodide influx fluorescence, ionomycin; 310,000 compounds, 1.2% hits;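 active = ratio plate-corrected score three or more library SD toward inhibition, starting fluorescence score within five deviations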;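 note: score derived from kinetic fluorescence span divided by baseline fluorescence per well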
RGS4 block: inhibitors of human RGS4 | 310,000 compounds, 0.45% hits | P49798 | HEK293 M3R/RGS4 inducible, Fluo-4 calcium flux; stronger effect = higher value; triggered by carbachol at its EC20 | AID 463165 | B-score at 10 µM;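 active = B-score, a plate-corrected calcium signal, over three deviations above library mean, with baseline fluorescence within five deviations of library mean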;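 note: RGS4 expression induced by doxycycline in cells with stable M3 receptor; B-score is computed from the integrated fluorescence ratio over baseline after carbachol; higher B-score means a larger calcium signal and so more RGS4 inhibition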
MrgX1 agonist: activates human MrgX1 receptor signaling; MrgX1-HEK293 cells, Fluo-4 calcium fluorescence, agonist mode; stronger effect = higher value; 310,000 compounds, 0.44% hits; B-score at 10 µM; Q96LB2; AID 588627;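 active = calcium response B-score plate-corrected fluorescence ratio at least 3 library SD, with starting fluorescence B-score inside 5 SD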
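Test system: HEK293 cells stably expressing human MrgX1 receptor; amount: 15,000 cells per well; doses: compound delivered in addition one of three; times: overnight plating before 1 h dye loading; detection: Fluo-4 NW calcium-flux fluorescence, kinetic read; read-out basis: B-scored fluorescence response ratio; controls: positive and negative controls per plate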
* hit, by the source's call; i = inactive; nt = not tested or not shown.

mol	TRPC4 potent	TRPC6 activator	MrgX1 antag	TRPC6 inh	TRPC4 block	ANO1 activ	MrgX1 allo act	TRPC4 agonist	ANO1 block	RGS4 block	MrgX1 agonist
Cc1cc(=O)n2c3ccccc3n(CC(O)CN3CCOCC3)c2c1C#N (stereo not given)	i	i	i	i	i	i	i	i	i	i	i
CN(C)c1ccc(/C=N/NC(=O)c2ccccc2Cl)cc1	i	i	i	i	i	i	i	i	i	i	i
Cc1ccc(CNC(=O)c2cccnc2Sc2cccc(Cl)c2)cc1	i	i	i	i	i	i	i	i	i	i	i
COc1ccc(C2=NN(C(=O)CCC(=O)O)C(c3ccc(Br)cc3)C2)cc1 (stereo not given)	i	i	i	i	i	i	i	i	i	i	i
CC(C)OC(=O)NC(Nc1ccccc1C(=O)O)(C(F)(F)F)C(F)(F)F	i	i	i	i	i	i	i	i	i	i	i
COC(=O)n1c(=O)oc2ccc(S(=O)(=O)N3CCCCC3)cc21	i	i	i	i	i	i	i	i	i	i	i
O=C(C1CCN(S(=O)(=O)c2ccc3ccccc3c2)CC1)N1CCN(c2ncccn2)CC1	i	i	i	i	i	i	i	i	i	i	i
CCCCNC(=O)C1CCC(CNS(=O)(=O)c2ccc(C)cc2)CC1 (stereo not given)	i	i	i	i	i	i	i	i	i	i	i
COc1ccc(C(=O)N2CCN(CCNC(=O)C(=O)Nc3ccc(Br)cc3)CC2)cc1	i	i	i	i	i	i	i	i	i	i	i
COC(=O)c1ccc(C2NCCc3cc(OC)c(OC)cc32)cc1 (stereo not given)	i	i	i	i	i	i	i	i	i	i	i
O=C(O)C1CCCN1C(=O)Oc1ccccc1 (stereo not given)	i	i	i	i	i	i	i	i	i	i	i
CCC(C)N(C(=O)CSc1nnc(-c2ccco2)n1C)C1CCS(=O)(=O)C1 (stereo not given)	i	i	i	i	i	i	i	i	i	i	i
c1ccc2c(c1)CCN2CCN1CCc2ccccc21	i	i	i	i	i	-17*	i	i	i	i	i
O=C(c1nc(-c2ccccc2)n(-c2ccccc2)n1)N1CCN(S(=O)(=O)c2ccccc2)CC1	i	i	i	i	i	i	i	i	i	i	i
CCc1nn(CCCN2CCN(c3cccc(Cl)c3)CC2)c(=O)n1CCOc1ccccc1	i	i	i	i	i	i	i	i	i	i	i
O=C(CC1Nc2ccccc2NC1=O)Nc1ccc2c(c1)OCO2 (stereo not given)	i	i	i	i	i	i	i	i	i	i	i
COc1ccc(N(Cc2cc(=O)[nH]c3ccccc23)C(=O)CCl)cc1	i	i	i	i	i	i	i	i	i	i	i
COc1cc(C2Nc3ccc4ncccc4c3C3=C2C(=O)CCC3)cc(OC)c1OC (stereo not given)	i	i	i	i	i	i	i	i	i	i	i
O=C(/C=C/c1ccccc1)N(c1ccccn1)C1CCCCC1	i	i	i	i	i	i	i	i	i	i	i
CCOc1ccc(/C=C2\SC(=O)N(CCNC(=O)C3COc4ccccc4O3)C2=O)cc1OC (stereo not given)	i	i	i	i	i	i	i	i	i	i	i
CC1CCN(C(=O)CCC(=O)N2CC(C)Oc3ccccc32)CC1 (stereo not given)	i	i	i	i	i	i	i	i	i	i	i
O=C(Nc1ccc(Cl)cn1)c1ccc(Br)c(S(=O)(=O)N2CCCCC2)c1	i	i	i	i	i	i	i	i	i	i	i
Cc1ccc2nc(Nc3ccc(C)c(C)c3)c3nncn3c2c1	i	i	i	i	i	i	i	i	i	i	i
CCOc1nc(Nc2ccc(OC)cc2OC)nc(OCC)n1	i	i	i	i	i	i	i	i	i	i	i
CCOc1ccc(C(=O)N2CCN(Cc3ccccc3)CC2)cc1	i	i	i	i	i	i	i	i	i	i	i
Cc1cc(NC(=O)CSc2nc3ccccc3[nH]2)n(-c2ccccc2)n1	i	i	i	i	i	i	i	i	i	i	i
Cc1nn(Cc2ccc(C(=O)Nc3nc4c(C)cccc4s3)o2)c(C)c1Br	i	i	i	i	i	i	i	i	100*	i	i
CC(=O)Nc1ccc(C(=O)N/N=C/c2cc(Br)cc(Br)c2O)cc1	i	i	i	i	i	i	i	i	i	i	i
Cc1ccc(S(=O)(=O)Nc2ccc(N(C)S(=O)(=O)c3ccc(C)cc3)cc2)cc1	i	i	i	i	i	i	i	i	i	i	i
CC(=O)c1ccc(Oc2cnccn2)cc1	i	i	i	i	i	i	i	i	i	i	i
O=C(CSc1n[nH]c(-c2ccccc2)n1)Nc1ccc(Br)cn1	i	i	i	i	i	i	i	i	i	i	i
CCOc1cc(Br)ccc1S(=O)(=O)NCc1ccccc1	i	i	i	i	i	i	i	i	i	i	i
Cc1cc(Cl)c2oc(C(=O)N(CCO)Cc3ccccc3)c(C)c2c1	i	i	i	i	i	i	i	i	i	i	i
CCCCNc1c([N+](=O)[O-])ncn1C	i	i	i	i	i	i	i	i	i	i	i
Clc1ccc(-n2nnc(-c3cccnc3Cl)n2)cc1Cl	i	i	i	i	i	i	i	i	i	i	i
O=c1c2ccccc2nc2c3ccccc3c3nncn3n12	i	i	nt	i	i	i	nt	i	nt	i	nt
COc1ccccc1NC(=O)C(C)NS(=O)(=O)c1ccc(F)cc1 (stereo not given)	i	i	i	i	i	i	i	i	i	i	i
O=c1c2ccccc2nc(-c2ccco2)n1CCc1ccc(O)cc1	i	i	i	i	i	i	i	i	i	i	i
CCOC(=O)c1ccc(NC(=O)Nc2ccc3c(c2)OCCO3)cc1	i	i	i	i	i	i	i	i	i	i	i
S=C(NCCc1c[nH]c2ccccc12)NC1CCCC1	i	i	-4.9*	i	i	i	i	i	i	i	i
CCC(=O)OCC(=O)Nc1ccc2c(c1)OCO2	i	i	i	i	i	i	i	i	i	i	i
CS(=O)(=O)N(CC(=O)NCc1ccncc1)c1ccc(Cl)c(Cl)c1	i	i	i	i	i	i	i	i	i	i	i
COC(=O)c1sc(NC(=O)CC(C)C)c(C(=O)OC)c1C	i	i	i	i	i	i	i	i	i	i	i
Cc1sc(NC(=O)CSc2nnnn2C2CCCC2)c(C#N)c1C	i	i	i	i	i	nt	i	i	i	i	i
O=C(CSc1nnnn1-c1ccc(O)cc1)Nc1cccc(S(=O)(=O)N2CCCC2)c1	i	i	i	i	i	i	i	i	i	i	i
Cc1ccc(N(CC(=O)NCc2ccc(F)cc2)C(=O)c2csnn2)cc1C	i	i	i	i	i	i	i	i	i	i	i
COc1ccc(-n2nc(C(=O)NCCCN3CCOCC3)c3ccccc3c2=O)c(OC)c1	i	i	i	i	i	i	i	i	i	i	i
O=C(Nc1ncccc1Cl)C(Sc1ccccc1)c1ccccc1 (stereo not given)	i	i	i	i	i	i	i	i	i	i	i
COC(=O)c1cc(OC)c(OC)cc1NC(=O)c1cccc(OC)c1OC	i	i	i	i	i	i	i	i	i	i	i
CC(C)[C@H](NC(=O)NCc1cccs1)C(=O)O	i	i	i	i	i	i	i	i	i	i	i
O=C(CNCc1ccco1)Nc1ccc(N2CCCCCC2)cc1	i	i	i	i	i	i	i	i	i	i	i
O=C1NN(c2ccc(F)cc2)C(=O)/C1=C/c1cccs1	i	i	i	i	i	i	i	i	i	i	30*
O=C(Cn1c(=O)n(-c2ccccc2)c(=O)c2sccc21)NCc1ccccc1	i	i	i	i	i	i	i	i	i	i	i
COc1ccc(CCNC(=O)CCCC(=O)n2nc(C)c3ccccc32)cc1OC	i	i	i	i	i	i	i	i	i	i	i
O=C1CCCC(=O)N1c1ccc(N2CCOCC2)c([N+](=O)[O-])c1	i	i	i	i	i	i	i	i	i	i	i
CCS(=O)(=O)c1ccc(-c2cccc(NC(=O)COc3ccc(Cl)cc3)c2)nn1	i	i	i	i	i	i	i	i	i	i	i
CN(C)CCCN(C(=O)COc1ccccc1)c1nc2ccc(F)cc2s1	i	i	i	i	i	i	i	i	i	i	i
CC(=O)N=c1sccn1CC(=O)c1ccc([N+](=O)[O-])cc1	i	i	i	i	i	i	i	i	i	i	i
NC(=S)N/N=C/c1c[nH]c2ccc(OCc3ccccc3)cc12	i	i	i	i	i	i	i	i	25*	i	i
CCCCCCCCCCn1cc(C(C)=O)c(=O)[nH]c1=O	i	i	i	i	i	i	i	i	i	i	i

Other compounds follow.
mol	TRPC4 potent	TRPC6 activator	MrgX1 antag	TRPC6 inh	TRPC4 block	ANO1 activ	MrgX1 allo act	TRPC4 agonist	ANO1 block	RGS4 block	MrgX1 agonist
Cc1ccc(NC(=O)CCSc2ccccc2)c(C)c1	i	i	i	i	i	i	i	i	i	i	i
O=C(CNC(c1ccccc1)c1ccccc1)Nc1c(F)cccc1F	i	i	i	i	i	i	i	i	i	i	i
CCCCOc1ccc(/C=C/C(=O)NC2=Nc3ccccc3NC(C)=C2C(=O)OCC)cc1OC	i	i	i	i	i	i	i	i	i	i	i
CSCCC(NC(=O)COc1ccccc1)C(=O)N1CCCCC1 (stereo not given)	i	i	i	i	i	i	i	i	i	i	i
O=C(CCc1ccc(Oc2cc([N+](=O)[O-])cc([N+](=O)[O-])c2)cc1)N1CCCCC1	i	i	i	i	i	i	i	i	i	i	i
CCOC(=O)CN(C(=O)COC(=O)C1(c2ccccc2)CC1)c1ccc(F)cc1	i	i	i	i	i	i	i	i	i	i	i
Cc1c(C)c2cc3c4c(oc3c(C)c2oc1=O)CCCC4	i	i	i	i	i	i	i	i	i	i	i
Cc1nn(C)c(C)c1CN(C(=O)CCc1nnc(Cc2c[nH]c3ccccc23)o1)C(C)C	i	i	i	i	i	i	i	i	i	i	i
COc1cc(/C=C/C(=O)OCc2c(C)noc2C)ccc1OC(F)F	i	i	i	i	i	i	i	i	i	i	i

Source: PubChem
